# PAFAH2 inh: PAFAH2 (human) inhibition; 0.99% of 340,000 active; inhibition, % at 3.39 µM; Q99487; recombinant PAFAH2, FP-rhodamine activity probe, fluorescence polarization;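 active means inhibition above the mean over all tested compounds plus 3 SD, cut at about 30% in these data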;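 further: inhibitors block probe labeling of enzyme so polarization drops; 0% = enzyme with DMSO and 100% = wells lacking PAFAH2 protein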
# PAD4 inh: inhibitors of human PAD4. Q9UM07. recombinant PAD4, RCA probe fluorescence polarization. inhibition, % at 6.36 µM. 0.41% of 330,000 active. AID 485272;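 active means percent inhibition above a cutoff equal to the mean of all tested compounds plus 3 SD, cut at about 15% in these data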;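 further: 0% = PAD4 with RCA probe and DMSO and 100% = probe without PAD4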
# PAFAH1B3 inh: blocks human PAF acetylhydrolase 1B catalytic subunit 3; Q15102; recombinant PAFAH1B3, FP-rhodamine probe, fluorescence polarization; inhibition, % at 3.39 µM; 0.28% of 340,000 active;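 active means inhibition above the screen-wide average of all tested compounds plus 3 SD, cut at about 25% in these data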;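 further: 0% = enzyme with DMSO only and 100% = wells lacking PAFAH1B3 protein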
# Target sequence (Q15102 whole entry, looked up): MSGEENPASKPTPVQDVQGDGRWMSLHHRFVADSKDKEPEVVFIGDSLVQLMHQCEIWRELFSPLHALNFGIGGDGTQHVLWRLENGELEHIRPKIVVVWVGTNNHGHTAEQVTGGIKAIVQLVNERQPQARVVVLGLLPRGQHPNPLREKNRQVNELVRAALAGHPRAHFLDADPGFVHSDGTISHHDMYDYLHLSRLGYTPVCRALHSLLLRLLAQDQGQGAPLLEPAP
# LYPLA2 inh: blocks human lysophospholipase 2, a PME1 counter-screen | recombinant LYPLA2, FP-Rh probe fluorescence polarization | inhibition, % at 5.9 µM | 0.38% of 320,000 active | AID 2177;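 active means inhibition above the screen-wide mean plus 3 SD, limit set per campaign, cut at about 26% in these data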;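 further: 0% = LYPLA2 with DMSO and 100% = wells lacking LYPLA2 enzyme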
# Target sequence (O95372 whole entry, looked up): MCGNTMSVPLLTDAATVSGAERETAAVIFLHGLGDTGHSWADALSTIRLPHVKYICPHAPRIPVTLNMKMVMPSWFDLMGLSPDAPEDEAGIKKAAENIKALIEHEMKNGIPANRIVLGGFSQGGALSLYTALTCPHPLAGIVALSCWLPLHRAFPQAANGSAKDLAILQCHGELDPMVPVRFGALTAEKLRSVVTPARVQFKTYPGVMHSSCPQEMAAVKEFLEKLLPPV
# GSTO1 inh: blocks human GSTO1 in RBBP9 counter-screen. 1.1% of 300,000 active. inhibition, % at 5.96 µM. P78417. recombinant GSTO1, activity-based probe fluorescence polarization;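 active means inhibition above the campaign mean inhibition plus 3 SD, cut at about 35% in these data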;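 further: 0% = GSTO1-1 with DMSO and 100% = wells lacking GSTO1-1 enzyme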
# PME-1 primary: blocks human protein phosphatase methylesterase 1; Q9Y570; recombinant PME-1, FP-Rh probe fluorescence polarization; inhibition, % at 5.9 µM; 0.53% of 320,000 active; AID 2130;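 active means inhibition above the campaign mean of all compounds plus 3 SD, cut at about 26% in these data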;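 further: competitive labeling of PME-1 active site by serine hydrolase directed probe; 0% = PME-1 with DMSO and 100% = wells lacking PME-1 enzyme; inhibitors block probe labeling so polarization falls and inhibition rises; many of its hits are not listed in these tables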
# LYPLA1 inh: blocks human lysophospholipase 1, a PME1 counter-screen. recombinant LYPLA1, FP-Rh probe fluorescence polarization. inhibition, % at 5.9 µM. 0.16% of 320,000 active. O75608;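 active means inhibition above the mean of all tested compounds plus 3 SD, set per campaign, cut at about 14% in these data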;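 further: inhibitors block serine hydrolase probe labeling of LYPLA1 so polarization falls; 0% = enzyme with DMSO and 100% = wells lacking LYPLA1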
# pPAFAH FP inh: inhibitors of human plasma PAF acetylhydrolase (pPAFAH); recombinant pPAFAH, FP-rhodamine probe fluorescence polarization; inhibition, % at 3.39 µM; 1.5% of 330,000 active; AID 463082;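 active means inhibition above the mean inhibition across the screen plus 3 SD, cut at about 25% in these data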;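 further: inhibitors block binding of the rhodamine activity-based probe so polarization drops; 0% = enzyme with DMSO and 100% = wells lacking pPAFAH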
# Target sequence (Q13093 whole entry, looked up): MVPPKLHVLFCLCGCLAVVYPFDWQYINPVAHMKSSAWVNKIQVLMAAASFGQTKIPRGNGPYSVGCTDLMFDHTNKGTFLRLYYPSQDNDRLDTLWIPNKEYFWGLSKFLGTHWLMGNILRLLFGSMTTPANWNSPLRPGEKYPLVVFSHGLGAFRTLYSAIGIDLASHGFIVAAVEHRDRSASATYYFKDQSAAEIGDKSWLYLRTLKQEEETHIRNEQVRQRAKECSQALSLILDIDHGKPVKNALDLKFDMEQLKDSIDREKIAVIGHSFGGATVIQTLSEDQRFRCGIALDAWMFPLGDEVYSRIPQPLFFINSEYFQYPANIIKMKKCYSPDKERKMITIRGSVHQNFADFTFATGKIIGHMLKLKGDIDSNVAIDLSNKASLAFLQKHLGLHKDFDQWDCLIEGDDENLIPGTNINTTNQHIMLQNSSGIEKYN
# PAFAH1B2 FP inh: blocks human PAF acetylhydrolase 1b catalytic subunit 2; 1.2% of 340,000 active; inhibition, % at 3.39 µM; P68402; AID 492953; recombinant PAFAH1B2, FP-rhodamine activity probe, fluorescence polarization;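 active means inhibition above the mean of all tested compounds plus 3 SD, cut at about 24% in these data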;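 further: 0% = enzyme with DMSO and 100% = wells lacking PAFAH1B2; many of its hits are not listed in these tables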
# The depositor's hits bear a star; · = no result given; & = joins results of further samples.
SMILES,PAFAH2 inh,PAD4 inh,PAFAH1B3 inh,LYPLA2 inh,GSTO1 inh,PME-1 primary,LYPLA1 inh,pPAFAH FP inh,PAFAH1B2 FP inh
COc1ccc(CNC(=O)/C=C/c2cc([N+](=O)[O-])ccc2OC(F)F)cc1OC,2,-3,-5,0,4,7,2,1,-1
CCSc1nc2c(cnn2-c2ccccc2)c(=O)n1N,·,6,·,1,6,0,-2,0,·
COc1ccc(-n2ccc(=O)c(C(=O)Nc3ccc(S(=O)(=O)Nc4nccs4)cc3)n2)cc1,4,2,9,11,3,9,-1,5,-12
Cc1cc(C)n(-c2ccc(Cl)c(C(=O)OCC(=O)N3CCCCC3C)n2)n1 (stereo not given),9,-2,7,-3,0,-6,-3,4,4
COc1ccc(NC(=O)CCCn2c(=O)c3sccc3n(Cc3cccc(C)c3)c2=O)cc1,-2,-7,9,1,2,-5,-1,-2,5
Cc1ccccc1-c1nc(CS(=O)(=O)CC(=O)NCCCN2CC(C)CC(C)C2)c(C)o1 (stereo not given),-6,-1,2,0,-4,-4,-2,0,2
COc1ccc(NC(=O)Cn2cc(C(=O)C3CC3)c3ccccc32)cc1,13,-7,13,-6,7,1,-1,4,7
Cn1c(-c2ccc(N)cc2)nc2ccccc21,6,-2,5,6,0,-3,0,4,0
Cc1cccc(C)c1NC(=O)CNC(=O)c1ccncc1,-1,4,5,-3,3,-4,-1,-7,3
Cc1ccc(OCc2cc(C(=O)N(C)Cc3cnn(-c4ccccc4C)c3)no2)cn1,-3,-2,16,14,-3,-16,27*,4,-1
C[C@@H](NS(=O)(=O)c1ccc(Br)cc1F)[C@@H](O)c1ccccc1,-4,-3,6,·,·,·,·,4,7
Cc1ccc(S(=O)(=O)Cc2ccc(C(=O)NCCCN3CCCC3=O)o2)cc1,-2,-2,2,0,3,-4,-7,-3,-6
O=C(CSc1n[nH]c(-c2ccccc2Br)n1)NC(=O)NCc1ccco1,-1,-5,-2,1,-2,-1,-1,8,-2
COc1cc2c(cc1OC)C(C1C(=O)CC(C)CC1=O)N(C(=O)CCl)CC2 (stereo not given),-1,-3,11,4,27,2,2,3,2
O=C(NNS(=O)(=O)c1ccc(F)cc1)C1CCN(Cc2cccc(F)c2)CC1,-4,2,3,4,-1,1,2,8,-1
COc1ccc(CNC(=O)CNS(=O)(=O)c2cccs2)cc1,1,-2,10,-2,7,-6,1,3,10
Cc1cc(C)n(-c2ccc(F)cc2CN2CCN(C3CCCC3)C(CCO)C2)n1 (stereo not given),-1,-2,1,6,-2,-2,2,4,-2
CC(c1ccccc1)c1nnc(NC(=O)Nc2ccccc2)s1 (stereo not given),-16,1,2,-27,-18,-11,-10,4,0
Cc1nc2cc(N3CCCCC3)c(NC(=O)c3cccnc3)cc2c(=O)n1Cc1ccccc1,-4,-7,-10,-4,-6,-3,-3,1,-3
Cc1sc2ncnc(N3CCN(S(=O)(=O)c4ccc(Br)cc4)CC3)c2c1C,7,-2,10,0,1,5,3,3,11
Cc1cccc(C(=O)NNC(=O)c2ccccc2Br)c1,-1,1,2,1,1,2,4,6,-4
CN1CCc2c(c3c(n2C)CCN(C)[C@@H]3c2cccnc2)[C@H]1c1cccnc1,-2,-1&-1,9,-4&3,3&-2,-2&-1,0&-4,4&3,4
COC(=O)CNC(=O)CN(c1ccc(OC)cc1OC)S(=O)(=O)c1ccccc1,5,-5,7,5,·,1,-1,-2,-3
CC1(C)CC(=O)c2cc(C(=O)O)c(=O)n(-c3ccccc3)c2C1,3,7,2,4,5,1,-2,-6,0
CCN(CC)CCN1C(=O)Cn2c(C)c(C)c3cccc1c32,4&4,1&-1,8&4,0&2,-2&6,3&-2,2&2,2&2,3&1

# Given with values under each structure: 17 of the compounds above
# Value order: PAFAH2 inh	PAD4 inh	PAFAH1B3 inh	LYPLA2 inh	GSTO1 inh	PME-1 primary	LYPLA1 inh	pPAFAH FP inh	PAFAH1B2 FP inh
> COc1ccc(CNC(=O)/C=C/c2cc([N+](=O)[O-])ccc2OC(F)F)cc1OC
  2	-3	-5	0	4	7	2	1	-1
> CCSc1nc2c(cnn2-c2ccccc2)c(=O)n1N
  ·	6	·	1	6	0	-2	0	·
> COc1ccc(-n2ccc(=O)c(C(=O)Nc3ccc(S(=O)(=O)Nc4nccs4)cc3)n2)cc1
  4	2	9	11	3	9	-1	5	-12
> Cc1cc(C)n(-c2ccc(Cl)c(C(=O)OCC(=O)N3CCCCC3C)n2)n1 (stereo not given)
  9	-2	7	-3	0	-6	-3	4	4
> COc1ccc(NC(=O)CCCn2c(=O)c3sccc3n(Cc3cccc(C)c3)c2=O)cc1
  -2	-7	9	1	2	-5	-1	-2	5
> Cc1ccccc1-c1nc(CS(=O)(=O)CC(=O)NCCCN2CC(C)CC(C)C2)c(C)o1 (stereo not given)
  -6	-1	2	0	-4	-4	-2	0	2
> COc1ccc(NC(=O)Cn2cc(C(=O)C3CC3)c3ccccc32)cc1
  13	-7	13	-6	7	1	-1	4	7
> Cn1c(-c2ccc(N)cc2)nc2ccccc21
  6	-2	5	6	0	-3	0	4	0
> Cc1cccc(C)c1NC(=O)CNC(=O)c1ccncc1
  -1	4	5	-3	3	-4	-1	-7	3
> Cc1ccc(OCc2cc(C(=O)N(C)Cc3cnn(-c4ccccc4C)c3)no2)cn1
  -3	-2	16	14	-3	-16	27*	4	-1
> C[C@@H](NS(=O)(=O)c1ccc(Br)cc1F)[C@@H](O)c1ccccc1
  -4	-3	6	·	·	·	·	4	7
> Cc1ccc(S(=O)(=O)Cc2ccc(C(=O)NCCCN3CCCC3=O)o2)cc1
  -2	-2	2	0	3	-4	-7	-3	-6
> O=C(CSc1n[nH]c(-c2ccccc2Br)n1)NC(=O)NCc1ccco1
  -1	-5	-2	1	-2	-1	-1	8	-2
> COc1cc2c(cc1OC)C(C1C(=O)CC(C)CC1=O)N(C(=O)CCl)CC2 (stereo not given)
  -1	-3	11	4	27	2	2	3	2
> O=C(NNS(=O)(=O)c1ccc(F)cc1)C1CCN(Cc2cccc(F)c2)CC1
  -4	2	3	4	-1	1	2	8	-1
> COc1ccc(CNC(=O)CNS(=O)(=O)c2cccs2)cc1
  1	-2	10	-2	7	-6	1	3	10
> Cc1cc(C)n(-c2ccc(F)cc2CN2CCN(C3CCCC3)C(CCO)C2)n1 (stereo not given)
  -1	-2	1	6	-2	-2	2	4	-2

# Next part
SMILES,PAFAH2 inh,PAD4 inh,PAFAH1B3 inh,LYPLA2 inh,GSTO1 inh,PME-1 primary,LYPLA1 inh,pPAFAH FP inh,PAFAH1B2 FP inh
Cc1nn(-c2ccccc2)nc1CNC(=O)C1CC1,1,-2,1,1,-5,7,0,3,6
COc1ccc(-c2cc3ccccc3n2CC(O)CN2CCOCC2)cc1 (stereo not given),0,-12,-1,-4,5,-3,4,0,6
CCOC(=O)c1cn[nH]c1NC(=S)Nc1ccccc1,1,1,9,-2,-3,2,3,-1,6
O=C(CSc1nnc(-c2cccnc2)n1Cc1ccco1)c1ccc(Cl)c(Cl)c1,12,-62,6,-13,19,-5,-4,9,1
CC(C#N)(Nc1ccc(Cl)cc1)c1cccnc1 (stereo not given),2,4,-4,4,2,-3,3,4,4
CCOc1ccc(-n2c(C)cc(/C=N/Nc3nc(C)cc(=O)[nH]3)c2C)cc1,5,0,2,-9,1,-2,0,43*,-2
CC(Oc1ccc2c3c(c(=O)oc2c1)CCCC3)C(=O)NCc1ccncc1 (stereo not given),0,-1,3,-4,1,-1,-3,5,5
Cc1cc(C)n(-c2ccc(NC(=O)C3CCCCN3C(=O)c3occc3C)cc2)n1 (stereo not given),5,-16,-1,10,3,5,1,0,3
COc1ccccc1-c1nnc(SCCN2CCOCC2)n1-c1ccc(C)cc1,-8,0,2,8,-2,2,2,9,1
COC(=O)c1c(NC(=O)c2nn(C)cc2Cl)sc2c1CCCC2,-6,4,3,-3,0,-6,-1,1,1
O=C(Nc1nncs1)c1cccc(S(=O)(=O)N2CCCCC2)c1,-3,0,5,3,5,-4,5,3,5
COc1cccc2sc(Nc3nc(-c4cc5ccccc5oc4=O)cs3)nc12,2,0,10,-2,11,11,3,5,8
CN1CCN(CC(=O)Nc2nnc(-c3cccs3)s2)CC1,1,-1,5,-1,2,3,2,-1,13
O=C(Nc1ccccc1C(=O)N1CCN(c2ccccc2)CC1)c1ccco1,-5,-2,13,2,1,0,4,0,6
Cc1c(C(=O)Nc2ccccc2[N+](=O)[O-])csc1-c1ccccc1,-6,-2,6,-3,4,1,1,6,1
CC(C(=O)N1CCOCC1)N1c2cccc3cccc(c23)S1(=O)=O (stereo not given),4,-4,-3,-1,-1,0,-4,-4,7
Cc1ccc(S(=O)(=O)NC(=O)Nc2cc(C)on2)cc1,12,-3,7,3,10,-2,-3,3,0
COc1ccc(C(=O)NCC(=O)N=Nc2c(O)n(C)c3ccccc23)cc1OC,1,-4,0,5,11,1,0,0,-1
CCOc1ccc(NC(=O)C2CCCN(C(=O)Nc3ccccc3)C2)cc1 (stereo not given),2,3,5,1,-3,-2,1,-1,0
COc1ccc(C(NC(=O)c2c(F)c(F)c(F)c(F)c2F)c2ccccc2)cc1 (stereo not given),-5,3,-4,-6,2,4,-9,1,-1
CCn1c(SC(C)C(=O)NC2CCCC2)nc2cc(S(N)(=O)=O)ccc21 (stereo not given),-2,5,-5,-4,·,4,-2,-6,-5
O=C(/C=C/c1ccccc1)Nc1cccc(S(=O)(=O)Nc2ccccc2F)c1,-9,-7,-10,-12,-14,-1,-10,4,6
Cc1ccc(S(=O)(=O)N2CCN(C(=O)CSc3nc4ccccc4o3)C2)cc1,4,2,-4,0,0,5,-1,6,8
CC(OC(=O)CCc1nc2ccccc2c(=O)[nH]1)C(=O)Nc1ncc(Cl)cc1Cl (stereo not given),·,-1,·,-7,1,-4,-1,1,·
Cn1c(NC(=O)c2ccco2)c(-c2ccccc2)c(=O)c2ccccc21,1,-4,1,0,-1,0,0,6,4

# Following part
SMILES,PAFAH2 inh,PAD4 inh,PAFAH1B3 inh,LYPLA2 inh,GSTO1 inh,PME-1 primary,LYPLA1 inh,pPAFAH FP inh,PAFAH1B2 FP inh
CC(C)Cc1ccccc1S(N)(=O)=O,0,3,5,-3,6,-3,1,4,4
CCOC(=O)c1c(N)nn(C(=O)C(C)C)c1-c1ccccc1,7,-5,4,1,-7,9,-2,6,1
CCOC(=O)c1ccc(N2C(=O)CC(N3CC(C)OC(C)C3)C2=O)cc1 (stereo not given),-14,-5,11,-1,-6,3,1,7,-3
COc1cc(/C=C2/C(=N)N3C=CSC3=NC2=O)ccc1OCCCOc1ccccc1C,-6,0,-1,-3,6,7,-2,6,2
NS(=O)(=O)c1ccc(NC(=O)CSc2n[nH]c(=O)n2C2CC2)cc1,0,-1,4,3,·,1,-3,1,1
O=C(O)CCCC(=O)OCCc1cc2ccccc2c(=O)o1,4,2,8,·,·,·,·,1,3
CCOC(=O)c1ccc(S(=O)(=O)N2CCN(C(=O)c3cc(=O)c4ccccc4o3)CC2)cc1,2,-3,1,1,-2,-3,-2,4,-3
O=C(NCc1ccc(F)cc1)c1cc(S(=O)(=O)N2CCCCC2)ccc1N1CCOCC1,6,0,4,6,·,5,-1,4,6

# Screens: PubChem, The Scripps Research Institute Molecular Screening Center

# Some of the compounds tested (hit frequency here may not be typical).
